# Bioassay records as filed in PubChem BioAssay.
# RT RNaseH block – inhibitors of HIV-1 reverse transcriptase RNase H; P04585; RT-RNase H RNA/DNA duplex cleavage, fluorescence; inhibition, % at 10 µM; 65,000 tested, 1.9% active; AID 565; in the data active = inhibition above about 50%
# RmlCD inh mix – mixture blocks RmlC and RmlD coupled enzyme activity; RmlC/RmlD coupled enzyme inhibition, 384-well mixture HTS; inhibition, % at 5.5 µM; 110,000 tested, 0.39% active; in the data active = inhibition above about 30%, passing the limit was not always enough; inconclusive = no clear call, values can overlap the other calls; note: strong numbers were not always called active
# * hit, by the source's call; ? = inconclusive; . = no result given; & = joins results of further samples.
cpd	structure	RT RNaseH block	RmlCD inh mix
1	Cc1ccnc(SCCn2c(N3CCN(Cc4ccccc4)CC3)nc3c2c(=O)[nH]c(=O)n3C)n1	-7	3
2	COc1cccc(SCc2noc(C(=O)NCC3CC3)c2C(=O)NCC2CC2)c1	.	-17
3	c1cc(CNc2ccc3c(c2)OCCO3)ccn1	-1	-7
4	C=CCNC(=O)c1cc(-c2ccccc2O)on1	0	-10
5	Cc1cccc(N(CC(N)=O)S(C)(=O)=O)c1C	-22	-21
6	CCN(c1ccccc1)S(=O)(=O)c1ccc(NC(=S)NC(=O)c2cccs2)cc1	.	19
7	Cc1ccc(-c2c3c(=O)n(C)c(=O)n(C)c3cn2Cc2ccccn2)cc1	8	8
8	CCOc1nc(NCCc2ccc(OC)c(OC)c2)nc(N2CCN(c3ccc(OC)cc3)CC2)n1	.	6
9	Cc1ccc(C)c(S(=O)(=O)NC(C)C(=O)Nc2ccc(-c3nc4ccccc4s3)cc2)c1 (centres undefined)	.	-94
10	CC1CCc2c(sc(NC(=O)CN3CCN(C(=O)c4ccco4)CC3)c2C#N)C1 (centres undefined)	.	11
11	O=C(NCc1ccccn1)C1CCN(Cc2cnn(-c3ccccc3)c2-n2cccc2)CC1	.	3
12	CS(=O)(=O)N1CCN(c2ccccc2NC(=O)c2ccc3ccccc3c2)CC1	.	-5
13	COCc1nc(-c2ccc(-c3ccccc3)nc2OC)no1	-23	-18
14	Cc1cc(C)cc(C(=O)NC(CC(N)=O)c2ccc(NC3CCCCC3)c([N+](=O)[O-])c2)c1 (centres undefined)	.	-3
15	O=C(CCn1nnc2ccccc2c1=O)N[C@@H](Cc1ccccc1)C(=O)O	25	8
16	c1ccc(C2=Nn3c(nnc3-c3ccncc3)SC2)cc1	-27	.
17	COc1cccc(-c2nc(CS(=O)(=O)CC(=O)NCCCN3CCc4ccccc4C3)c(C)o2)c1	1	3
18	COc1ccc(N2C(=O)CC(N3CCCC4CCCCC43)C2=O)cc1 (centres undefined)	-7	9
19	COc1ccc(/C=C/C(=O)c2ccc[nH]2)c(OC)c1OC	.	-6
20	Cc1ccc2c(c1)NC(=O)C(CC(=O)NCCCN1CCCC1=O)O2 (centres undefined)	-11	7
21	C=CCn1c(C)cc(C(=O)COC(=O)C2CC(=O)N(Cc3ccccc3)C2)c1C (centres undefined)	-14	-8
22	O=C(CN1CCOCC1)c1ccc2cc[nH]c2c1	4	-6
23	Cc1nnc(SCC(=O)Nc2sc3c(c2C#N)CCCC3)[nH]c1=O	28	10
24	Cc1cc(=O)n(CC(C)O)c(O)c1C#N (centres undefined)	1&1	.
25	COc1cc(C2CC(=O)Oc3c(C(CCN4CCN(c5ccccc5)CC4)c4ccc(N(C)C)cc4)c(OC)cc(OC)c32)cc(OC)c1OC (centres undefined)	.	4
26	Clc1ccc(Cn2cc(/C=N/n3cnnc3)c3ccccc32)cc1	-52	-3
27	CC1=CC(C)(C)N2C(=O)C3(SCC(=O)N3c3ccc(F)cc3)c3cc(C)cc1c32 (centres undefined)	.	3
28	C=CCNC(=O)c1ccncc1	-8	-16
29	Cc1nnc(SCc2cnc(-c3ccccc3)o2)[nH]c1=O	3	3
30	CC1CCN(S(=O)(=O)c2ccc(NC(=O)N3c4ccccc4Sc4ccccc43)cc2)CC1	.	3
31	CCCNC(=O)N1C2CCC1CC(O)(c1cccnc1)C2 (centres undefined)	-11	2
32	COc1ccccc1-n1c(SCC(=O)Nc2ccc(F)cc2)nc2c(c1=O)SCC2	7	-10
33	C[C@H](NC(=O)c1nc[nH]c1C(=O)NC(c1ccccc1)c1ccccc1)C(=O)OCc1ccccc1	.	1
34	CCCCNC(=O)c1ccc(N2CCOCC2)c(NS(=O)(=O)c2ccc(OC)cc2)c1	12	7
35	COCC(=O)N(c1ccc(C(C)C)cc1)C1C=CS(=O)(=O)C1 (centres undefined)	-9	-11
36	CCOC(=O)C1C(=O)CC(C)(O)C(C(=O)OCC)C1c1cc(Br)ccc1OC (centres undefined)	2	1
37	CCOC(=O)CN1C(=O)N[C@@H](c2ccco2)C(C(=O)OC)=C1C	.	20
38	Cc1ccc(-c2cnc(SCC(=O)N3CCCc4ccccc43)n2C)cc1	.	8
39	CC(C)(C)S(=O)(=O)c1nc2ccccc2s1	.	1
40	N#CCSC1=Nc2ccccc2C2=NC(CCC(=O)N3CCN(c4ccccc4)CC3)C(=O)N12 (centres undefined)	16	-8
41	O=C(Nc1nc(-c2ccc(S(=O)(=O)N3CCCC3)cc2)cs1)c1ccco1	2	-12
42	O=c1[nH]cc(COCc2ccccc2)c(=O)[nH]1	-5	-9
43	O=C1c2ccccc2N(Cc2ccc(Cl)cc2)C2=NCCN12	-12	.
44	CCN(CC)C(=O)c1cccc2c1C(=O)c1ccccc1-2	.	10
45	COc1ccc([C@@H]2C=C(C(=O)O)O[C@H](OCCCCO)C2)cc1	.	2
46	Cc1nc2ccc(Br)cn2c1NC(C)(C)C	-17	-12
47	N#Cc1ccsc1NC(=O)CN1CCCCCC1	.	4
48	O=C(CN1CC(c2ccccc2)CC1=O)Nc1cccc(F)c1 (centres undefined)	-10	.
49	Cc1cc(NC(=O)COC(=O)c2ccc(NS(=O)(=O)c3ccc(C)c(C)c3)cc2)no1	.	-12
50	Cc1ccc(CCC(=O)Nc2nccs2)o1	-12	-15
51	CCOC(=O)CSc1nc2cc(C(=O)N3CCC(C(N)=O)CC3)ccc2c(=O)n1-c1ccccc1	-13	-9
52	COc1ccc(S(=O)(=O)n2nc(OC(=O)c3ccc(C)cc3)cc2N)cc1	0	-9
53	Cc1cc(C(=O)CSc2nnc(N)s2)c(C)n1CCc1ccc(Cl)cc1	-7	-4
54	COc1ccc(NC(=O)CN2CCC(C)CC2)cc1	-8	11
55	O=C1c2ccccc2C(=O)N1CCCCN(C(=O)c1cccc([N+](=O)[O-])c1)c1ccc(Cl)cc1	.	-7
56	CC1(C)NC(=O)N(CC(O)COc2ccccc2C(=O)Nc2ccccc2)C1=O (centres undefined)	4	9

# (further entries)
cpd	structure	RT RNaseH block	RmlCD inh mix
57	COc1ccc(C(=O)NCCc2nnc(SCc3nc4ccccc4c(=O)[nH]3)n2C)cc1	2	12
58	Cc1cccc(CS(=O)(=O)Cc2ccc(C(=O)NCCN3CCCCC3C)o2)c1 (centres undefined)	-29	-11
59	CCOC(=O)[C@H]1CCC[C@@H](NS(=O)(=O)c2ccc(NC(C)=O)cc2)C1	-1	26
60	O=C(CSc1nc2ccccc2c(=O)n1NC(=O)Cc1ccccc1)NCc1ccccc1	.	-22
61	Nc1ccccc1SCC(=O)N1CCc2ccccc21	-7	15
62	Cc1cc(C)c(S(=O)(=O)Nc2ccc(O)cc2)cc1C	-6	-3
63	O=C(NCc1ccc(C(=O)N2CCC3(CC2)OCCO3)cc1)c1ccc2c(c1)OCO2	6	-1
64	Cc1ccccc1C(=O)NC(=S)Nc1ccc(Oc2ccc(Cl)cc2)cc1	.	11
65	COc1ccccc1N1C(=O)CC(N2CCc3ccccc32)C1=O (centres undefined)	0	-10
66	C=CCNC(=O)c1ccc2c3n(nc2c1)-c1ccc(C)cc1CO3	.	-5
67	O=C(O)CCn1c(=O)sc2ccccc21	-1	-11
68	Cc1nc(=O)c(-c2ccccc2)c(C)n1-c1ccccc1C(=O)O	0	-3
69	COc1ccc(S(=O)(=O)N[C@@H](Cc2ccccc2)C(=O)N2CC[C@@]3(O)CCCC[C@H]3C2)cc1	2	-16
70	COc1ccccc1CNC(=O)Cn1cccc1	.	5
71	O=C(NC(=S)Nc1cccc(Cl)c1N1CCCCC1)c1cccs1	.	9
72	CCOc1ccccc1-c1nc(-c2cc3ccc(C)cc3[nH]c2=O)no1	14	-7

# Reprinted, nos. 68–72
cpd	structure	RT RNaseH block	RmlCD inh mix
68	Cc1nc(=O)c(-c2ccccc2)c(C)n1-c1ccccc1C(=O)O	0	-3
69	COc1ccc(S(=O)(=O)N[C@@H](Cc2ccccc2)C(=O)N2CC[C@@]3(O)CCCC[C@H]3C2)cc1	2	-16
70	COc1ccccc1CNC(=O)Cn1cccc1	.	5
71	O=C(NC(=S)Nc1cccc(Cl)c1N1CCCCC1)c1cccs1	.	9
72	CCOc1ccccc1-c1nc(-c2cc3ccc(C)cc3[nH]c2=O)no1	14	-7

# The list continues.
cpd	structure	RT RNaseH block	RmlCD inh mix
73	O=C(c1ccc(Cl)cc1)c1cnc(Nc2ccccc2)s1	.	4
74	CC1(C)C2([N+](=O)[O-])CN(CCO)CC1([N+](=O)[O-])CN(CCO)C2	.	10
75	CC(=O)N(C)C1(c2nnnn2CCOC(=O)Nc2cccc3ccccc23)CCCC1	3	-10
76	Cc1cccc(NC(=S)NNC(=O)c2ccco2)c1	.	1
77	COc1ccccc1-c1nnc(-c2ccc(N3CCOCC3)cc2)o1	.	19
78	O=C(NC1CC1)C1=C[C@@H](c2ccc3c(c2)OCO3)C[C@@H](OCc2ccc(CO)cc2)O1	.	-14
79	O=C(Nc1nc(-c2cc(Cl)sc2Cl)cs1)c1ccccc1	.	-2
80	Cc1cc(N2CCN(c3nc(N4CCOCC4)nc4ccccc34)CC2)c2ccccc2n1	-7	.

# In another format: results already given
# Every second line gives: RT RNaseH block | RmlCD inh mix
78) O=C(NC1CC1)C1=C[C@@H](c2ccc3c(c2)OCO3)C[C@@H](OCc2ccc(CO)cc2)O1
    . | -14
79) O=C(Nc1nc(-c2cc(Cl)sc2Cl)cs1)c1ccccc1
    . | -2

# Carrying on:
cpd	structure	RT RNaseH block	RmlCD inh mix
81	O=C(c1cccc(S(=O)(=O)N2CCCC2)c1)c1cccc(S(=O)(=O)N2CCCC2)c1	-25	7
82	COc1ccc(C(=O)N2CCN(Cc3cc(OC)c(O)c(OC)c3)CC2)cc1OC	0	-7
83	O=C(NNc1cccc(Cl)n1)Nc1ccc(Cl)cc1	.	?
84	CCOc1ccc2nc(SCC(=O)Nc3ncccn3)[nH]c2c1	-3	.
85	COCCNC(=O)C1CC(c2ccc(C(F)(F)F)cc2)=NO1 (centres undefined)	.	-15
86	O=C(Nc1ccc(Oc2ccccc2)cc1)c1cnc2n(c1=O)CCS2	6	16
87	COc1ccccc1N1CCN(C(CNC(=O)C2CCCCC2)c2cccnc2)CC1 (centres undefined)	4	-1
88	COC(=O)c1ccc(CN(C)S(=O)(=O)c2ccc(C)cc2)o1	-8	1
89	CCC(C)c1ccc(O)c(NC(=O)c2cncc(Br)c2)c1 (centres undefined)	3	-17
90	O=C(NCCN1CCOCC1)C1CCC(=O)N1C1CCCCC1 (centres undefined)	-7	9
91	Cn1c(=O)c2c(nc(CN3CCN(Cc4ccccc4)CC3)n2Cc2ccccc2)n(C)c1=O	-6	6
92	Cn1c(=O)c(C(=O)NCCO)c(O)c2ccccc21	-13	20
93	CCCCCCSC1=C(C#N)C(=O)NC2(CCCCC2)S1	.	7
94	CC1(C)OC(=O)N(CCc2ccccc2)C1(C)O (centres undefined)	-38	11
95	COc1ccc(C(=O)N(c2ccccc2)C2C=CS(=O)(=O)C2)cc1 (centres undefined)	0	6
96	Cc1ccc(CCP(=O)(O)CN2CCOCC2)cn1	0	-3
97	Cc1ccc(NC(=S)c2nc3ccccc3s2)cc1	.	-13
98	COC(=O)C1(C(F)(F)F)N=C2Sc3ccccc3N2C(N2CCOCC2)=N1 (centres undefined)	-17	-12
99	N=c1c2c3c(sc2ncn1CCN1CCOCC1)CCCC3	1	-6
100	CCOc1ccc(N=C2NC(=O)S/C2=C\c2ccc(Cl)cc2)cc1	.	2
101	C=C(C)c1cccc(C(C)(C)NC(=O)Nc2cc(C)ccc2OC)c1	.	9
102	O=C(Oc1ccc2ccc(=O)oc2c1)N1CCOCC1	-8	.
103	COc1ccc(S(=O)(=O)N2CCCCC2)cc1	.	10
104	Cc1cc(C)nc(SCC(=O)c2ccc(O)cc2O)n1	-18	-8
105	O=C(Cn1cnc2c(nnn2Cc2ccc(Cl)cc2)c1=O)N1CCCc2ccccc21	0	10
106	CCOC(=O)c1cc(OC(=O)c2ccccc2OC)n(-c2ccccc2)n1	.	-9
107	Cc1ccc(-c2cc(-c3ccccc3)c(C#N)c(N)n2)o1	45	-133
108	CCCCCc1cc(=O)oc2c(C(CCN3CCCC3)c3ccc(N(C)C)cc3)c(OC)cc(OC)c12 (centres undefined)	.	2
109	O=C(NCc1n[nH]c(=S)n1-c1cccc(Cl)c1)c1ccc(S(=O)(=O)N2CCCC2)cc1	-11	-12
110	CCn1c(O)c(C=NCc2cccs2)c(=O)n(CC)c1=S	.	-10
111	CCc1ccc(C(=O)CSC2=C(C#N)C(c3ccco3)C(C(C)=O)=C(C)N2)cc1 (centres undefined)	0	0
112	CN(C)CCSc1nnc2sc3ccccc3n12	-3	25

# Full records from above.
# Shown for COc1cccc(SCc2noc(C(=O)NCC3CC3)c2C(=O)NCC2CC2)c1 = RT RNaseH block = .; RmlCD inh mix = -17
# Shown for CCN(CC)C(=O)c1cccc2c1C(=O)c1ccccc1-2 = RT RNaseH block = .; RmlCD inh mix = 10
# Shown for Cc1cc(C)nc(SCC(=O)c2ccc(O)cc2O)n1 = RT RNaseH block = -18; RmlCD inh mix = -8

# New compounds follow
cpd	structure	RT RNaseH block	RmlCD inh mix
113	CCCCn1c(SCC(=O)c2ccc(OC)c(OC)c2)nc2cc(S(N)(=O)=O)ccc21	.	61
114	NC(=O)c1oc2ccccc2c1NC(=O)c1ccc(F)cc1	-8	13
115	COc1cccc(-c2noc(C3CCCN(S(=O)(=O)c4cccc(Cl)c4C)C3)n2)c1 (centres undefined)	-22	-9
116	COc1ccc(C(=O)Nc2sc(C)c(-c3ccccc3)c2C#N)cc1OC	.	-4
117	CC1(C)O[C@@H]2[C@@H](CO[C@@]3(COS(N)(=O)=O)OC(C)(C)O[C@@H]23)O1	.	-10
118	Cc1ccc2c(Cl)c(C(=O)NCc3cccnc3)sc2c1	.	9
119	N#Cc1c(NC(=O)CSc2n[nH]c(N)n2)oc(-c2ccccc2)c1-c1ccccc1	.	-13

# These rows are one share of the data, so the mix of outcomes need not match the whole.
